NPY2 pot ag: NPY-Y2 potentiators or agonists, primary screen, cell-based; activation, % at 3.6 µM; 0.45% of 220,000 active; Neuropeptide Y receptor type 2 (Homo sapiens), P49146; cells expressing NPY-Y2, potentiator/agonist read-out; in the data active = activation above about 27%;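 also: cells stimulated with NPY near EC25 plus isoproterenol at EC100; 0% = vehicle plus submaximal agonist and 100% = vehicle plus saturating agonist; some results beyond the cut were filed as inactive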
Mdm2 ligase inh: MDM2-luciferase reporter signal enhancers, primary screen, MDM2 E3 ligase inhibitor project, cell-based, luminescence, 1536-well; E3 ubiquitin-protein ligase Mdm2 (Homo sapiens), Q00987; cell-based MDM2 ubiquitination luciferase reporter, 2 h; 0 = plate control, 100 = twice control, blank-subtracted; signal enhancement, % at 5 µM; 0.11% of 210,000 active;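 active = signal enhancement of 30% or more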;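 also: luminescence tracks abundance of the self-degrading MDM2-luciferase fusion protein; higher signal means inhibition of MDM2 E3 ligase activity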
Target sequence (Q00987 whole entry, looked up, the tested form may be a part): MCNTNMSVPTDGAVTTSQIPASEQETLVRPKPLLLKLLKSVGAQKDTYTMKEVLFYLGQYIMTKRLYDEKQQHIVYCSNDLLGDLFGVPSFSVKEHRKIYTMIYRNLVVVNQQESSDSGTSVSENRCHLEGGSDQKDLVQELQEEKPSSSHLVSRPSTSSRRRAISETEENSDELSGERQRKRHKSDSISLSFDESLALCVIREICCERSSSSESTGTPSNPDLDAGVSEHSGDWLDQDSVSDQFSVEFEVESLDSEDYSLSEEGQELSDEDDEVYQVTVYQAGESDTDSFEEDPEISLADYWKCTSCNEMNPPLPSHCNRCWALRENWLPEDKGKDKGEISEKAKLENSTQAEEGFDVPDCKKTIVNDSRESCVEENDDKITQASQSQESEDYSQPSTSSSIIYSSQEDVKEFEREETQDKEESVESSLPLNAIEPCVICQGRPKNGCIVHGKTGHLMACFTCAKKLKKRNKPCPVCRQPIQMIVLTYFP
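System: stable MDM2–luciferase fusion reporter cells / Input: 2000 cells seeded into each well / Schedule: 4 h settle plus 2 h compound, 37 °C / Compound: single-point 5 µM / Buffer or medium: cells held in DMEM / Benchmarks: control and blank well means / Evaluation: percent signal gain over controls, blank-subtracted / Measured by: luciferase luminescence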
p97 ATPase inh: inhibitors of human p97 ATPase, primary screen, biochemical | Transitional endoplasmic reticulum ATPase (Homo sapiens), P55072 | recombinant p97 ATPase, Kinase-Glo ATP luminescence, 3 h | inhibition, % at 8 µM | 0.42% of 220,000 active | AID 1481, 2009; in the data active = inhibition above about 15%;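 also: 0% = DMSO vehicle and 100% = wells lacking enzyme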
NPY1 pot ag: NPY-Y1 receptor potentiators or agonists, primary screen, cell-based. activation, % at 3.6 µM. NPY-Y1 expressing cells, potentiator/agonist activation. 0.37% of 220,000 active; in the data active = activation above about 33%, passing the limit was not always enough;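 also: cells stimulated with NPY at EC10 then isoproterenol at EC100; 0% = low agonist plus stimulus and 100% = saturating agonist plus stimulus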
RBBP9 inhibitor: human RBBP9 inhibitors, primary screen, biochemical, fluorescence polarization, FP-Rh probe, HTS | 0.2% of 220,000 active | AID 1515, 2009 | recombinant RBBP9 | inhibition, % at 7.94 µM | Serine hydrolase RBBP9 (Homo sapiens), O75884;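 active = inhibition above the campaign mean of all tested compounds plus 3 SD, cut at about 14% in these data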;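 also: plate controls were DMSO wells with RBBP9 for no effect and wells lacking RBBP9 protein for full effect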
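Material: RBBP9 protein. Amount: RBBP9 at 2.5 µM in dispensed solution, before mixing. Schedule: 30 min then 45 min, 25 °C. Medium: Tris buffer pH 8.0, NaCl, Pluronic. Measured by: fluorescence polarization. Measure: percent inhibition from mP, scaled between DMSO and no-protein wells. Replication: one well per compound.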
NPY Y1 blocker: NPY-Y1 receptor antagonists, primary screen, cell-based; Neuropeptide Y receptor type 1 (Homo sapiens), P25929; HEK293-CNG Y1 cells, membrane potential fluorescence; NPY at EC95, then isoproterenol; inhibition, % at 3.6 µM; 1% of 200,000 active;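 active = inhibition above the campaign mean inhibition of all tested compounds plus 3 SD, cut at about 20% in these data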;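 also: 0% = DMSO wells given NPY plus isoproterenol and 100% = isoproterenol alone without NPY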
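Material: HEK293 Y1/CNG channel cell line; also added: NPY (25 nM), isoproterenol (1 µM), Ro 20-1724 (25 µM); doses: one concentration, 3.6 µM, in 0.4% DMSO; schedule: compound incubation 1 h at room temperature, readout 45 min post-stimulation; technique: membrane potential fluorescence; measure: fluorescence ratio normalized to % inhibition between controls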
Runt-CBFb FRET: inhibitors of RUNX1 Runt–CBFb binding, primary screen, biochemical, FRET, Cerulean-Runt, Venus-CBFb, uHTS | Runt-related transcription factor 1 (Homo sapiens) + Core-binding factor subunit beta … | Cerulean-Runt/Venus-CBFb FRET ratio 530/480, 1 h | inhibition, % at 20 µM | 0.46% of 220,000 active;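 active = inhibition over about 50% at 20 µM in the single-dose screen, limit read from the data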;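 also: 0% = DMSO wells and 100% = excess unlabeled CBFb competitor control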
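Measured by: fluorescence energy transfer, 422 nm excitation, 530/480 nm emission; test system: Cerulean-tagged RUNX1 Runt domain (FRET donor) fusion protein; buffer or medium: Tris pH 7.5 buffer with BSA; compound: one dose, 20 µM compound, 1% DMSO; times: two 1 h room-temperature incubations shielded from light; benchmarks: unlabeled CBFb 5 µM, positive control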
Runt-SMMHC FRET: inhibitors of RUNX1 Runt–CBFb-SMMHC binding, primary screen, biochemical, FRET, Cerulean-Runt, Venus-CBFb-SMMHC, uHTS; Runt-related transcription factor 1 (Homo sapiens) + Core-binding factor subunit beta …; Cerulean-Runt/Venus-CBFb-SMMHC FRET ratio 530/480, 1 h; inhibition, % at 20 µM; 0.74% of 220,000 active;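 active = mean inhibition across duplicate retests at 20 µM reaching about 50%, limit read from the data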;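 also: 0% = DMSO wells and 100% = wells with excess untagged CBFb-SMMHC; inhibitors lower the FRET ratio by blocking Runt binding to CBFb-SMMHC; some results filed as inactive read as strong as hits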
Hck-Nef inh: inhibitors of Nef-activated human Hck kinase, primary screen, biochemical, Z-Lyte FRET, 384-well, Hck-YEEI | Recombinant Hck-YEEI plus Nef, Z-Lyte FRET kinase assay | inhibition, % at 20 µM | 0.68% of 220,000 active | AID 463187, 2010;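 active = Hck-Nef kinase inhibition above about 50%, limit read from the data; inactive = inhibition below that limit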;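 also: 0% = DMSO with Hck plus Nef and 100% = Hck alone without Nef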
Target sequence (P08631 whole entry, looked up): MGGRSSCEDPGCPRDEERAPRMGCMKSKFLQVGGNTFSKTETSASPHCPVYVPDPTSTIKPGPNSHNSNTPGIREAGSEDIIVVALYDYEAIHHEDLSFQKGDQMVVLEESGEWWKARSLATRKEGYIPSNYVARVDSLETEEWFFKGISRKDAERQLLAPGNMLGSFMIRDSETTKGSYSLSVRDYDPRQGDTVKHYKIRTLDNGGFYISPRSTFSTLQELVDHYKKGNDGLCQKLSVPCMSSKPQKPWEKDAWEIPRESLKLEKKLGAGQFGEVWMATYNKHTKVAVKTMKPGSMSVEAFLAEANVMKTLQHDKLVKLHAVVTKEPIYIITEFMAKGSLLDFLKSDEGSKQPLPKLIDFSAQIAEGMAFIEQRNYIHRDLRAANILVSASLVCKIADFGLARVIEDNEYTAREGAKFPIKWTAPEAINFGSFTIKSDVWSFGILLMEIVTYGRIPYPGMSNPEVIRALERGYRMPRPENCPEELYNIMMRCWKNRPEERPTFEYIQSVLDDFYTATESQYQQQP
Starred values were filed as active, the others as inactive; · = not tested or not shown.

SMILES | NPY2 pot ag | Mdm2 ligase inh | p97 ATPase inh | NPY1 pot ag | RBBP9 inhibitor | NPY Y1 blocker | Runt-CBFb FRET | Runt-SMMHC FRET | Hck-Nef inh
COc1ccc(-c2nc3cc([N+](=O)[O-])ccc3o2)cc1OC | 5 | 10 | 8 | 18 | 0 | 3 | 2 | -1 | 19
COc1ccc(OC)c(CNC(=O)Cc2c(C(=O)O)[nH]c3ccc(Cl)cc23)c1 | 11 | -20 | 6 | 14 | -7 | 1 | -2 | 0 | 24
COC(=O)COc1ccc(-c2nn(C)c(=O)c3ccccc23)cc1 | -11 | -14 | 11 | -9 | 4 | 0 | 0 | -2 | 1
O=c1oc2c(-c3ccc([N+](=O)[O-])cc3)cc(O)cc2s1 | 34 | -6 | -1 | 21 | 43* | · | 56* | 4 | 7
CC(C)[C@H](NC(N)=O)C(=O)Nc1ccc(OCc2ccccc2)cc1 | 5 | 1 | 1 | 9 | -10 | 5 | 0 | -2 | 17
Cc1cc(C)c(C)c(C(=O)CSc2nnc(C)c(=O)[nH]2)c1C | -8 | 2 | 4 | -14 | -4 | 2 | 0 | 0 | 1
O=C1N[C@@H](Cc2ccccc2)[C@@H](c2ccco2)O1 | · | -5 | · | · | · | · | 1 | -2 | 31
Cc1ccc([N+](=O)[O-])cc1NC1OC(CO)C(O)C1O (centres undefined) | -1 | -14 | 2 | 3 | -12 | 1 | -3 | 1 | 2
CCOc1cc(/C=N/NC(=S)Nc2ccccc2C(F)(F)F)ccc1OCC(=O)N1CCOCC1 | 6 | -11 | 4 | -17 | -7 | 4 | 4 | 2 | 5
CN1CCN(C(=O)C2CCN(S(=O)(=O)c3ccc4c(c3)oc(=O)n4C)CC2)CC1 | 11 | -27 | 4 | 4 | -4 | 1 | 2 | 1 | -1
Cc1ccc(-c2nc(SCC(=O)NCC3CCCO3)c(-c3ccccc3)[nH]2)cc1 (centres undefined) | -3 | · | 2 | -11 | 1 | 1 | 1 | -4 | -4
Cc1ccc(-c2cc(C(=O)N3CCN(C(=O)c4ccco4)CC3)no2)cc1 | -6 | -2 | -2 | -29 | -1 | 2 | -1 | -2 | 9
O=C(Nc1nc(-c2ccccc2)cs1)C1CCCCN1S(=O)(=O)c1ccccc1 (centres undefined) | 11 | -11 | 5 | 15 | -17 | -1 | 3 | 2 | 2
COc1ccc2ccccc2c1/C=N/NC(=O)c1cccc(Br)c1 | 7 | 3 | 4 | -1 | -4 | -3 | 1 | 0 | 5
Cc1ccc2cc(NC(=O)c3cccc(F)c3)ccc2n1 | -8 | -30 | 2 | 12 | -10 | · | 0 | 0 | 16
COC(=O)C1=C(C)N(c2ccc(Cl)cc2)/C(=C/c2cccs2)C1=O | 1 | -4 | -3 | -11 | -4 | 1 | -5 | -8 | 0
Cc1ccc(CCNC(=O)C2CC(c3ccccc3C(F)(F)F)=NO2)cc1 (centres undefined) | · | 10 | · | · | · | · | -3 | 4 | 30
O=C(N/N=C/c1ccccc1[N+](=O)[O-])C(=O)N1CCCC1 | 4 | -7 | 6 | 1 | 13 | 1 | 1 | 5 | 13
CC(=O)CC1=NC(C)(C)Cc2ccccc21 | 7 | -1 | 2 | 15 | -9 | 0 | 0 | -2 | 22
Cc1ccccc1C(=O)Nc1ccc2c(C#N)c3nc4ccccc4nc3n2c1 | 5 | -10 | 3 | 7 | -9 | 1 | -29 | -33 | 32
COC(=O)c1nn(C23CC4CC(CC(C4)C2)C3)c2c1C(=O)N(c1ccc(Br)cc1)C2=O | 6 | -1 | 6 | 8 | 5 | 0 | -6 | -4 | 3
COc1ccc(CC2(CO)CCN(C/C=C/c3ccccc3OC)CC2)cc1 | -15 | 12 | 6 | -30 | 0 | 27* | · | · | 17
CCOC(=O)CN1CCS(=O)(=O)CC1 | 3 | -25 | 0 | 14 | -10 | -5 | -1 | -2 | 0
CN(C)c1nc(N)nc(CSc2nc3cc(Cl)ccc3o2)n1 | -15 | -10 | -1 | 10 | -2 | 5 | -1 | 1 | 15
COc1ccccc1C(=O)NCc1ccc2c(c1)OCO2 | -14 | -18 | 0 | -11 | -1 | 1 | 0 | -2 | -3
CN(C)CCCN1C(=O)C(=O)/C(=C(/O)c2ccncc2)C1c1cccnc1 (centres undefined) | 9 | -13 | 5 | 5 | 2 | 5 | -1 | -2 | 2
Cc1onc(-c2ccc(Cl)cc2Cl)c1C(=O)/C=C/N(C)C | 22 | -6 | 5 | 8 | 5 | · | 0 | -1 | 22
Cc1ccc(NC(=O)CN(C)C(=O)COc2ccc(C(=O)c3ccc(F)cc3)cc2)cc1 | 7 | -5 | -3 | 1 | -4 | -1 | -7 | -2 | -1
CC(=O)Nc1ccc(NC(=O)C(C)OC(=O)c2ccc(C)s2)cc1 (centres undefined) | -9 | -14 | 3 | -7 | 9 | 3 | 2 | -6 | -5
COc1cc(NS(=O)(=O)c2ccc(Br)s2)cc(OC)c1 | 7 | -13 | 3 | 5 | -6 | -2 | -2 | -3 | -8
O=C(CC(c1ccccc1)c1cc(Cl)ccc1O)NCCN1CCOCC1 (centres undefined) | 6 | · | 1 | 15 | 1 | · | 4 | -4 | 10
Cc1ccccc1Nc1nccc(N(C)C)c1C#N | -2 | -12 | 1 | -10 | -14 | 0 | -1 | 0 | -9
Cc1cc(NC(=O)CS(=O)(=O)c2cn(Cc3ccccc3Cl)c3ccccc23)no1 | -25 | -2 | 6 | 2 | 2 | 10 | 0 | -2 | 0
CCOC(=O)c1[nH]c2ccc(C)cc2c1N | 0 | -9 | 4 | 2 | -10 | 10 | -5 | 36 | 4
Cc1cnn(-c2cc(N/N=C/c3ccccc3F)ncn2)c1 | 13 | -16 | 2 | 16 | -4 | -5 | -2 | -8 | 2
Cc1ccc(CNC(=O)CSc2ccc(-c3cccs3)nn2)cc1 | -19 | -2 | 2 | -21 | -6 | 1 | 2 | -4 | 5

Some entries already given, limited to RBBP9 inhibitor:
canonical_smiles	RBBP9 inhibitor
Cc1cnn(-c2cc(N/N=C/c3ccccc3F)ncn2)c1	-4
Cc1ccc(CNC(=O)CSc2ccc(-c3cccs3)nn2)cc1	-6

(further entries)
SMILES | NPY2 pot ag | Mdm2 ligase inh | p97 ATPase inh | NPY1 pot ag | RBBP9 inhibitor | NPY Y1 blocker | Runt-CBFb FRET | Runt-SMMHC FRET | Hck-Nef inh
COc1ccc(CCN2C(=NC(=O)C(C)C)SC3CS(=O)(=O)CC32)cc1OC (centres undefined) | -7 | -11 | -1 | -11 | -7 | · | 3 | -2 | 12
N=C(c1cccc([N+](=O)[O-])c1)N1CCCCCC1 | -12 | -15 | 3 | 6 | 5 | 0 | 1 | 2 | -3
O=C(CN1C(=O)COc2ccc(S(=O)(=O)N3CCOCC3)cc21)NCc1ccccn1 | -16 | -21 | 6 | 16 | -4 | · | 3 | -5 | 11
Cc1cc(NC(=O)COC(=O)c2cccc(OCc3ccccc3)c2)no1 | -18 | -63 | -2 | 10 | 1 | 0 | -2 | 0 | 1
CN(Cc1nccn1C)C(=O)CC1C(=O)NCCN1CC(c1ccccc1)c1ccccc1 (centres undefined) | 8 | 11 | 8 | -3 | -9 | 4 | 1 | 2 | 20
C=CCn1c(N)cc(=O)nc1SCC(=O)Nc1ccccc1C(N)=O | -4 | -3 | 7 | 7 | -6 | 17 | 1 | -7 | 19
COc1ccccc1C(=O)Nc1ccc(S(=O)(=O)N2CCCCC2c2cccnc2)cc1 (centres undefined) | -4 | -5 | 3 | 21 | -4 | · | -4 | -3 | 4
COCc1nnc(NS(=O)(=O)c2ccccc2)s1 | -1 | 2 | -2 | 22 | -2 | 5 | 1 | -4 | 1
COc1ccc2c(C)cc(SCC(=O)Nc3ccc(Cl)cn3)nc2c1 | 6 | -9 | 3 | 5 | -6 | 6 | -4 | -1 | 5
c1ccc(-c2csc3ncn4cnnc4c23)cc1 | -3 | -11 | 5 | -14 | -1 | 7 | 0 | -2 | 5
O=C(Cn1c(=O)oc2cccnc21)Nc1ccccc1Oc1ccc(Cl)cc1Cl | 2 | -5 | 9 | 8 | -6 | · | 0 | 1 | 29
COc1ccc(CN2CCN(C(=O)c3cc(-c4cccnc4)nc4ccc(Cl)cc34)CC2)c(OC)c1OC | -22 | -35 | -1 | -14 | 4 | 2 | 1 | -2 | -11

5 entries out of the list above, arranged by the value under p97 ATPase inh, lowest first.
smiles | p97 ATPase inh
COc1ccc(CN2CCN(C(=O)c3cc(-c4cccnc4)nc4ccc(Cl)cc34)CC2)c(OC)c1OC | -1
N=C(c1cccc([N+](=O)[O-])c1)N1CCCCCC1 | 3
O=C(CN1C(=O)COc2ccc(S(=O)(=O)N3CCOCC3)cc21)NCc1ccccn1 | 6
C=CCn1c(N)cc(=O)nc1SCC(=O)Nc1ccccc1C(N)=O | 7
O=C(Cn1c(=O)oc2cccnc21)Nc1ccccc1Oc1ccc(Cl)cc1Cl | 9

The results go on.
SMILES | NPY2 pot ag | Mdm2 ligase inh | p97 ATPase inh | NPY1 pot ag | RBBP9 inhibitor | NPY Y1 blocker | Runt-CBFb FRET | Runt-SMMHC FRET | Hck-Nef inh
O=C(O/N=C1\CCCc2ccccc21)c1cccs1 | 7 | -3 | -3 | -2 | 2 | 8 | 0 | -3 | 20
S=c1[nH]nc(-c2ccccn2)n1/N=C/c1cccs1 | 7 | · | 3 | 12 | -2 | 1 | 7 | 8 | 2
CN(Cc1ccccc1)C(=O)c1cccc(NC(=O)c2ccco2)c1 | -15 | -8 | -8 | 8 | -12 | 4 | 1 | -3 | -7
CN1CCN(S(=O)(=O)c2cccc(C(=O)Nc3nccs3)c2)CC1 | 2 | -7 | 5 | 10 | 0 | · | 1 | -1 | 13
CCSC1=C(C#N)C(=O)n2c1cc1c2CCCC1 | -14 | -6 | 5 | 12 | -2 | -7 | 2 | -4 | 3

Screening data deposited in PubChem BioAssay by several laboratories.
